MgcRacGAP inhibition = MgcRacGAP GTPase-activating activity inhibitors, confirmation, biochemical, ADP Hunter fluorescence | MgcRacGAP-stimulated Rac1 GTP hydrolysis, ADP Hunter fluorescence; higher % means a stronger effect; GST-tagged Rac1 F28L mutant substrate | inhibition, % at 30 µM; hits with a dose series show IC50 in µM | hit rate 0.6% among 340,000;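 active means first-screen hits whose inhibition reached a set limit at any dose in the follow-up dose series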;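 further: fluorescence reports GDP produced by GAP-driven GTP hydrolysis; strong numbers were not always called active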
XIAP displacement = small molecules displacing peptide from XIAP – biochemical, IAP family, fluorescence polarization (AID 1018); XIAP BIR domain, fluorescence polarization peptide displacement; higher % means a stronger effect; displacement, % at 20 µM; hits with a dose series show IC50 in µM; hit rate 0.007% among 200,000; in the data active means displacement above about 50%; further: a part of the inactive calls stands beside numbers as strong as those of hits
AID2073 = disruptors of CaV2.2 binding to Mint1 – biochemical, HTRF (AID 2073); hit rate 0.19% among 290,000; inhibition, % at 20 µM; hits with a dose series show IC50 in µM; HTRF protein-protein interaction, Mint1-CaV2.2; higher % means a stronger effect; in the data active means inhibition mostly above about 51%, no sharp cut-off; further: some results filed as inactive read as strong as hits
Dengue-2 NS5 capping = flavivirus cap methylation enzyme inhibition – biochemical, confirmation dose response, primary screen (AID 588689); Dengue-2 NS5 methyltransferase capping enzyme assay, biochemical; higher % means a stronger effect; inhibition, % at 25 µM; hits with a dose series show IC50 in µM; hit rate 0.3% among 340,000; in the data active means a potency from the dose series
LYP phosphatase = inhibitors of LYP phosphatase, biochemical, fluorescence intensity, uHTS (AID 1779); hit rate 0.054% among 290,000; inhibition, % at 11.5 µM; hits with a dose series show IC50 in µM; recombinant LYP phosphatase, fluorescence intensity; higher % means a stronger effect; in the data active means inhibition above about 50%;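 further: plate controls were vehicle with enzyme for no effect and no enzyme for full effect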
SV40 large T antigen = SV40 large T antigen inhibitors, biochemical (AID 1903). SV40 large T antigen ATPase/helicase inhibition assay; higher % means a stronger effect. hit rate 0.39% among 310,000. one-dose inhibition, % at 20 µM; IC50 in µM for titrated hits; in the data active means a potency from the dose series; further: strong numbers were not always called active
RSV CPE inhibition = inhibition of RSV-induced cytopathic effect – HEp-2 cells, primary 10 µM value included (AID 2391) | HEp-2 cells, RSV-induced CPE inhibition; higher % means a stronger effect | CPE inhibition, % at 10 µM, or IC50 in µM where a hit was titrated | hit rate 0.13% among 310,000; in the data active means a potency from the dose series; further: strong numbers were not always called active
SIAH1 antagonists = blockers of Siah-1 interaction with plectin peptide – biochemical, fluorescence polarization, rhodamine-plectin, uHTS, primary screen (AID 1817). displacement, % at 20 µM, or IC50 in µM where a hit was titrated. hit rate 0.02% among 290,000. Siah-1 / rhodamine-plectin peptide fluorescence polarization; higher % means a stronger effect;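 active means displacement of at least 50% at 20 µM, with a fluorescence ratio check between 0.3 and a set limit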;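 further: plate controls were Siah plus tracer with DMSO for no effect and tracer alone without Siah for full effect; strong numbers were not always called active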
HIV peptide binding = cell-free HIV fusion peptide-binding blockers – biochemical, uHTS, fluorescence dequenching, primary screen (AID 1986). hit rate 0.3% among 290,000. cell-free peptide binding, fluorescence dequenching, 30 min; higher % means a stronger effect. one-dose inhibition, % at 20 µM; IC50 in µM for titrated hits; in the data active means inhibition mostly above about 52%, no sharp cut-off; inactive means mostly below about 76%; further: some results filed as inactive read as strong as hits
Dengue-2 NS5 capping pilot replicate = also measured in Dengue-2 NS5 capping; calls as there; inhibition, %; measured here: pilot screen replicate inhibition
Active calls of the source: *; . = not tested or not shown.

Start of the listing, in advance (3 entries):
SMILES	MgcRacGAP inhibition	XIAP displacement	AID2073	Dengue-2 NS5 capping	LYP phosphatase	SV40 large T antigen	RSV CPE inhibition	SIAH1 antagonists	HIV peptide binding	others
COc1ccc(NC(=O)CSc2ccc3nnc(-c4ccccn4)n3n2)c(OC)c1	6%	.	-1%	3%	-8%	23%	1.2%	-4%	-2.1%
O=C(CC1C(=O)NCCN1Cc1ccccc1C(F)(F)F)NC1CCCCCC1 (stereo not drawn)	8%	.	2%	-5%	-4%	8%	0.7%	-3%	2.4%
Cc1ccccc1NC(=O)CCOc1ccccc1	8%	.	9%	0%	-4%	2%	0.7%	-4%	0.3%

The list itself, from the first entry:
SMILES	MgcRacGAP inhibition	XIAP displacement	AID2073	Dengue-2 NS5 capping	LYP phosphatase	SV40 large T antigen	RSV CPE inhibition	SIAH1 antagonists	HIV peptide binding	others
COc1ccc(NC(=O)CSc2ccc3nnc(-c4ccccn4)n3n2)c(OC)c1	6%	.	-1%	3%	-8%	23%	1.2%	-4%	-2.1%
O=C(CC1C(=O)NCCN1Cc1ccccc1C(F)(F)F)NC1CCCCCC1 (stereo not drawn)	8%	.	2%	-5%	-4%	8%	0.7%	-3%	2.4%
Cc1ccccc1NC(=O)CCOc1ccccc1	8%	.	9%	0%	-4%	2%	0.7%	-4%	0.3%
NC(=O)c1ccc(NC(=O)CSc2nnc(C3CCCCC3)n2N)cc1	5%	.	-8%	-3%	-9%	12%	4.0%	-3%	0.4%
COc1ccc(CNC(=O)CSCc2cnn(-c3ccccc3)c2-n2cccc2)cc1	10%	-2.7%	0%	-10%	-2%	-4%	2.2%	0%	3.3%
Cc1cc(C(=O)OCC(=O)Nc2cc(S(=O)(=O)N3CCOCC3)ccc2Cl)c(C)o1	7%	-17%	2%	-2%	-6%	10%	4.1%	9%	-2.3%
CCOC(=O)N1CCC(NC(=O)c2cnn3ccccc23)CC1	7%	0.6%	4%	-1%	1%	1%	1.6%	1%	0.3%
CCC(C)Sc1nc(C)nc2c1c(=O)n(C)c(=O)n2C (stereo not drawn)	5%	-7.1%	-5%	-5%	-10%	7%	3.8%	4%	1.3%
COc1ccc(-c2csc3ncn(CC(=O)N4CCOCC4)c(=O)c23)cc1	14%	-5.0%	0%	0%	-10%	5%	1.6%	-2%	-0.9%
CCN(CC)c1ccc(N2C(=NC(=O)C3CCCO3)SC3CS(=O)(=O)CC32)cc1 (stereo not drawn)	11%	.	16%	-4%	-6%	11%	1.8%	-1%	0.7%
Cc1ccc(CNC(=O)CN(C(=O)C2(C)CC(=O)N=C3C=CC=CN32)c2ccccc2F)cc1 (stereo not drawn)	6%	.	7%	-12%	-14%	4%	0.2%	-1%	-0.5%
CCc1cc2c(cc3c(=O)n(CC(=O)N4CCN(C)CC4)ncn32)s1	11%	.	2%	1%	-5%	2%	.	0%	-0.6%

Reprinted from the part before: two compounds; new compounds follow.
SMILES	MgcRacGAP inhibition	XIAP displacement	AID2073	Dengue-2 NS5 capping	LYP phosphatase	SV40 large T antigen	RSV CPE inhibition	SIAH1 antagonists	HIV peptide binding	others
Cc1ccc(CNC(=O)CN(C(=O)C2(C)CC(=O)N=C3C=CC=CN32)c2ccccc2F)cc1 (stereo not drawn)	6%	.	7%	-12%	-14%	4%	0.2%	-1%	-0.5%
CCc1cc2c(cc3c(=O)n(CC(=O)N4CCN(C)CC4)ncn32)s1	11%	.	2%	1%	-5%	2%	.	0%	-0.6%
COc1ccc(CN(C(=S)Nc2ccccc2)C2CC(=O)N(c3ccc(Cl)cc3)C2=O)cc1 (stereo not drawn)	5%	1.9%	-2%	-3%	-1%	5%	3.7%	-3%	1.2%
Cn1nnc2cc(C(=O)Nc3ccc(Cl)cc3)ccc21	3%	-6.0%	12%	2%	-1%	.	1.1%	4%	0.7%
Cc1ccc(C(C(=O)NC2CCCCC2)N(C(=O)c2csnn2)C2CC2)cc1 (stereo not drawn)	4%	.	-6%	-2%	-4%	6%	-0.1%	0%	1.1%
Nc1c2c(nc3ccc(Br)cc13)N(C1CCCCC1)CC2	.	-2.1%	47%	.	-8%	24%	-2.5%	1%	4.5%
CC(C)Cn1cnc2c1c(=O)n(CC(=O)O)c(=O)n2Cc1ccccc1	5%	.	-10%	-1%	-8%	4%	0.7%	1%	0.3%
Cn1c(=O)c(=O)n(C)c2cc(S(=O)(=O)CCC(=O)N3CCCCC3)ccc21	7%	.	8%	-5%	0%	7%	1.1%	3%	-0.6%
Cc1ccc(C(=O)Nc2ccc3c(c2)C(=O)NC3=O)cc1	2%	.	27%	1%	-9%	.	3.3%	4%	0.9%
CCO[C@@H]1OC(C(=O)Nc2ccccc2)=C[C@H](c2ccccc2)[C@H]1CCCO	10%	-1.2%	2%	-5%	-4%	5%	7.1%	6%	0.6%
Cc1ccc2[nH]c(=O)c(CC(=O)O)c(-c3ccccc3)c2c1	3%	.	12%	-10%	-1%	27%	0.9%	2%	2.5%
O=C(CSc1ccc(Br)cc1)Nc1ccccc1N1CCOCC1	5%	.	8%	5%	-4%	-3%	1.4%	-5%	-0.1%
CCn1cc(C(=O)NCCc2ccccc2)c(=O)c2cc(F)c(N3CCN(C)CC3)cc21	7%	2.2%	13%	-2%	-5%	2%	-1.8%	-4%	-0.7%
COc1ccc(C(OC(=O)c2c(C)noc2C)C(=O)NC2CCCC2)cc1 (stereo not drawn)	5%	-3.9%	5%	-7%	0%	-1%	1.0%	1%	-1.4%
O=C(c1ccccc1)c1ccc(Oc2ccc(C(=O)O)c(C(=O)O)c2)cc1	11%	.	25%	3%	-8%	1%	-0.5%	6%	7.8%	Dengue-2 NS5 capping pilot replicate=-1.5
CS(=O)(=O)Nc1ccccc1C(=O)NC1CC2CCC1C2 (stereo not drawn)	12%	-0.8%	12%	-5%	-6%	3%	2.1%	2%	0.3%
CN(C)C(=O)c1ccc(N/C=C(\C=O)c2nc3ccccc3o2)cc1	-9%	-2.7%	5%	-9%	3%	-13%	3.2%	2%	-2.0%
CC(=O)CSc1nnc(Cc2ccc3c(c2)OCO3)o1	4%	-3.4%	-2%	-3%	-4%	13%	1.4%	3%	-0.6%
CCOC(=O)CSc1nnc(Cc2ccc(OC)cc2)n1-c1ccccc1	5%	-6.3%	-20%	-2%	-7%	6%	1.7%	-5%	-0.2%
CCCn1c(OC)nc2c1c(=O)n(C)c(=O)n2C	-2%	-13%	8%	-3%	-4%	9%	2.2%	5%	-0.8%
COc1ccc(CC(=O)N/N=C/C=C/c2ccc3c(c2)OCO3)cc1OC	.	.	1%	.	0%	9%	5.2%	-1%	5.5%
Cc1nc2ncnn2c(C)c1Cc1cccc(C(F)(F)F)c1	6%	-4.2%	12%	8%	-5%	-2%	2.0%	8%	-0.9%
COc1cc2c(cc1NC(=O)CN(C)Cc1ccc(OC)c(OC)c1)oc1ccccc12	4%	-8.9%	1%	0%	-2%	-5%	-0.1%	2%	3.0%
COc1ccc(NC(=O)c2ccc(OC)cc2)cc1	8%	-2.3%	-4%	-5%	-5%	4%	1.4%	5%	-1.1%
O=C(COc1cccnc1[N+](=O)[O-])N1CCN(C(=O)c2ccco2)CC1	4%	-1.2%	17%	-1%	-6%	-5%	1.1%	3%	-0.5%
COc1ccc(-c2nnc(SC(C(=O)c3c[nH]c4ccccc34)c3ccccc3)n2N)cc1OC (stereo not drawn)	10%	-8.7%	-2%	-4%	-6%	6%	20%	-5%	-0.2%
COc1ccccc1NC(=O)C1(c2ccccc2)CCCC1	4%	-6.2%	-1%	-3%	1%	6%	-1.2%	2%	0.5%
O=c1c2oc3ccccc3c2ncn1Cc1ccccc1Cl	3%	-5.6%	0%	5%	-2%	31%	14%	4%	-2.4%
CSc1nc(NS(=O)(=O)c2cc(Br)ccc2Br)cc(=O)[nH]1	4%	.	-19%	-3%	-9%	9%	2.9%	9%	-0.6%
O=C1C=C(N(CCO)CCO)C2(CCCCC2)O1	0%	-3.2%	43%	-6%	-7%	-2%	2.3%	1%	-2.2%	Dengue-2 NS5 capping pilot replicate=2.3
Cc1ccccc1N1CC(C(=O)Nc2ccncc2)CC1=O (stereo not drawn)	8%	.	.	-4%	.	9%	-2.3%	.	.
C[n+]1c2n(c3ccccc31)N=C(c1cc(C(C)(C)C)c(O)c(C(C)(C)C)c1)CS2	9%	16%	2%	-2%	-5%	17%	-3.4%	-5%	-3.0%
CCCc1ccc(OCc2ccc(C(=O)N/N=C/c3cccc([N+](=O)[O-])c3)o2)c(OC)c1	9%	-14%	34%	-1%	-3%	15%	1.6%	4%	-4.1%
COCCN(C(=O)COC(=O)/C=C/c1ccccc1Cl)c1c(N)n(Cc2ccccc2)c(=O)[nH]c1=O	-5%	.	.	-8%	.	8%	0.9%	.	.
COc1ccc(-c2cc(C(=O)Nc3ccc4c(c3)OCO4)no2)cc1OC	5%	.	6%	1%	-7%	13%	-0.1%	-1%	-2.4%
COc1ccc(Cc2nc3ccc(C(=O)N4CCCC4)cc3o2)cc1	7%	.	4%	4%	-6%	5%	1.9%	-2%	-0.4%
CC(C)C(NS(=O)(=O)c1cccs1)C(=O)NCc1ccc2c(c1)OCO2 (stereo not drawn)	6%	-6.0%	-4%	3%	-6%	-1%	-1.4%	-1%	-4.0%
CCOC(=O)N1CCC(=NNC(=O)COc2cccc(C)c2)CC1	2%	-3.0%	12%	2%	-3%	0%	1.2%	3%	-1.8%
CCN(Cc1ccccc1)C(=S)NC(=O)c1ccccc1Br	12%	.	3%	-4%	-4%	-3%	-0.9%	2%	-0.1%
O=C(C1=C[C@@H](c2ccccc2)C[C@@H](OCCCCO)O1)N1CCN(Cc2ccc3c(c2)OCO3)CC1	9%	2.2%	-6%	1%	-2%	4%	0.9%	-2%	-0.1%
Cc1cc(=O)oc2cc(OC(C)C(=O)N3CCOCC3)ccc12 (stereo not drawn)	6%	-5.1%	0%	-3%	-2%	9%	0.2%	0%	3.0%	Dengue-2 NS5 capping pilot replicate=3.8
O=C(CSc1nccn1Cc1ccco1)Nc1ccccc1F	8%	.	3%	-8%	-5%	3%	0.0%	-1%	-1.3%
O=C(NCc1ccccc1)c1ccc(Cl)cc1	.	.	-6%	.	-9%	12%	4.9%	-5%	-0.5%
CCc1nc2c(s1)CCc1onc(-c3ccc(Cl)cc3)c1-2	-9%	.	.	-5%	.	-4%	-0.1%	.	.
CCc1ccc(-c2nn[nH]n2)cc1	1%	-3.8%	-3%	-2%	1%	8%	-0.6%	3%	1.2%
N#Cc1nc(-c2ccco2)oc1N1CCN(c2ccccc2)CC1	12%	-5.6%	1%	1%	-2%	10%	15%	-2%	-1.7%
COc1ccc(C2NC(=S)NC3=C2CCCC3=C2SCCS2)cc1 (stereo not drawn)	8%	-6.3%	52%	-6%	7%	1%	-1.7%	-1%	-0.4%
Cc1ccc2nsnc2c1N(S(C)(=O)=O)S(C)(=O)=O	0%	4.8%	-6%	0%	-4%	4%	2.6%	3%	0.7%
COc1ccc(C2CC(C(F)(F)F)n3ncc(C(=O)NCC4CCCO4)c3N2)cc1OC (stereo not drawn)	12%	-3.6%	-3%	-1%	-6%	0%	1.1%	-2%	2.1%
COc1ccc(CCNC(=O)C2CCC(CNS(=O)(=O)c3ccc(F)cc3)CC2)cc1OC (stereo not drawn)	5%	-6.3%	9%	-3%	-4%	4%	0.0%	-14%	1.6%
CCOc1ccc(NC(=O)CSc2nc3ccccc3c(=O)n2CCCC(=O)N2CCCC2)cc1	7%	-18%	20%	-6%	4%	18%	1.3%	2%	11%	Dengue-2 NS5 capping pilot replicate=-3.3

Assay outcomes (PubChem)
